LDHA inh: blocks human lactate dehydrogenase A. P00338. activity change, % (values are at about 110 or 230 µM). actives 0.15% (n = 480,000). purified LDHA, NADH/diaphorase-resazurin fluorescence; stronger effect = lower value; in the data active = activity change below about -30%;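 also: plate controls were DMSO wells for no effect and wells without enzyme for full effect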
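Enzyme activity of human lactate dehydrogenase 5 (2 nM; 0.06 mM NADH, 0.2 mM pyruvate, 5 min, RT) is measured via a resazurin/diaphorase fluorescence readout of residual NADH.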
* marks the source's active call; other numbers are inactive results.

LDHA inh,mol
-7,COc1cc(SC)ccc1C(=O)OCC(=O)NC(=O)NCc1ccco1
-6,O=C(Nc1ccccc1C(F)(F)F)c1ccc(Cl)c(Cl)c1
24,CC(=O)Nc1nc2c(C)cc(NS(=O)(=O)c3ccc(F)cc3)cc2s1
19,COc1ccc2cc(C(=O)O)nnc2c1
-1,CCC(c1nnnn1-c1ccc2c(c1)OCCO2)N1CCN(c2ccc(F)cc2)CC1 (stereo not drawn)
10,CCOC(=O)C(=C1Nc2ccccc2N1)n1c(-c2cccnc2)nc2ccccc21
0,CN(CC(=O)N(C)C)Cc1ccc(F)c2cccnc12
5,Cc1cccc(C(=O)NC23CC4CC(CC(C4)C2)C3)n1
1,N#Cc1cccnc1NCCCNc1ccccn1
6,COc1ccc2c(c1)CC/C(=C\c1ccc(Br)cc1)C2=O
-11,COc1cc(NS(=O)(=O)c2ccc(C)cc2C)cc2sc(NC(=O)c3ccccc3)nc12
2,COCCOC(=O)c1oc2c(c1C)C(=O)CC(c1ccco1)C2 (stereo not drawn)
-5,CC(C)(C)C(=O)NCCSCc1ccsc1
-1,COc1ccccc1NC(=O)CSc1nnc(CN2CCCCC2)n1-c1ccc(Cl)cc1
-19,CCOCCCNc1nc2c(c(=O)n(C)c(=O)n2C)n1Cc1ccccc1Cl
10,CCS(=O)(=O)N(C)CCCNC(=O)c1cn(C)c2ccccc12
4,CCCc1nc(SC)ncc1C(=O)Nc1ccccc1F
5,CCCOC(=O)Nc1ccccc1N=C1CCC/C1=C\c1ccccc1
-5,CCc1ccc(NC(=O)Cc2c(C)c3ccc(OC)c(OC)c3oc2=O)cc1
0,Cc1csc(NC(=O)Cc2ccc(OCc3c(C)noc3C)cc2)n1
1,O=C(NCCc1c[nH]c2ccccc12)c1ccc(Cl)c(Cl)c1
-1,Cc1cc(OCC(=O)Nc2ccccc2N2CCN(S(C)(=O)=O)CC2)ccc1Cl
10,COc1ccc(NC(=O)C2CC(=O)N(Cc3ccccc3)C2)cc1S(=O)(=O)N1CCCCC1 (stereo not drawn)
-3,Cc1ccc(NC(=S)NNC(=O)Nc2ccc(Cl)cc2)cc1
2,O=C(/C=C/c1ccc(F)cc1)c1cccc(N2CCOCC2)c1
6,CC(C)CC(=O)NCc1cccs1
-5,Cc1ccc(S(=O)(=O)N2C3CCCCC3O[C@H]2CC(=O)c2cccs2)cc1 (stereo partly drawn)
0,CC(=O)NC12CC3CC(C1)CC(C(=O)NCC1CC1)(C3)C2
-9,Cc1nn(-c2ccc3nncn3n2)c2c1C(c1ccc(O)c(Cl)c1)CC(=O)N2 (stereo not drawn)
-17,Cc1ccc(-c2csc(Nc3ccc(C(=O)O)c(O)c3)n2)cc1
-6,CCc1cccc(Nc2nc3c(S(=O)(=O)c4ccccc4)nnn3c3ccsc23)c1
-2,COc1cc(OC)cc(C(=O)NCc2n[nH]c(=O)c3ccccc23)c1
7,CC(Nc1ccc(F)cc1)c1nc(-c2ccco2)no1 (stereo not drawn)
-3,O=C(c1cc2ccccc2oc1=O)N1CCC(N2CCCCC2)CC1
-19,Cc1ccccc1NC(=O)CNc1nc(Nc2ccccc2)nc(Nc2ccccc2)n1
15,CCOC(=O)N/N=C1\c2ccccc2C2(O)NC(=O)NC12O (stereo not drawn)
-5,CCn1c(SCc2nc(-c3cccs3)oc2C)nnc1C1CC1
3,CCC(C)NC(=O)/C(C#N)=C/c1c(C)[nH]c2ccccc12 (stereo not drawn)
5,Clc1ccc(-c2nc(CSc3nncc4ccccc34)no2)cc1
-4,Cc1nc(SCC(=O)Nc2ccc3ccccc3c2)oc1C
-5,C#CCNC(=O)CNC(=O)CCc1ncc(-c2ccccc2)o1
5,Cc1ccc(-c2cc(C(=O)NCCCc3[nH]nc(N)c3C#N)c3ccccc3n2)o1
-4,COc1cc2c(cc1OC)/C(=C/S(=O)(=O)c1ccc(C)c(C)c1)NCC2
2,CCCc1cc(=O)oc2cc(OCc3cc(C(C)=O)ccc3OC)ccc12
11,O=C(Nc1ccc2[nH]c(=O)[nH]c2c1)c1nn(-c2ccc(F)cc2)c2c1CCCC2
-5,Cn1c(=O)c2c(ncn2CCCC(=O)Nc2cccc(N3CCCC3=O)c2)n(C)c1=O
2,CCCC(=O)N1CCCN(C(C)C(=O)Nc2cccc(F)c2)CC1 (stereo not drawn)
2,Cc1ccc(-c2cc(C(=O)OCc3ccc(-c4ccccc4)cc3)c3ccccc3n2)cc1
18,CS(=O)(=O)N1CCN(Cc2nc3ccsc3c(=O)[nH]2)CC1
5,Cn1nc(CC(=O)Nc2ccc(F)cc2Cl)c2ccccc2c1=O
7,COCCNC(=O)NC(=O)CN(Cc1ccccc1)c1ccc(C)cc1
10,C=CCc1ccccc1OCC(O)Cn1nc(C(N)=O)c2ccccc2c1=O (stereo not drawn)
73,Oc1ccc2ccccc2c1C=Nc1ccc(F)c(F)c1F
9,CC1CCCCN1CCC(=O)O (stereo not drawn)
5,CC(C)NC(=O)C(C)Sc1nc2ccc(F)cc2c(=O)[nH]1 (stereo not drawn)
8,CN(Cc1ccccc1N1CCCC1)C(=O)c1nn(C)c(=O)c2ccccc12
7,CCOc1cc2ccccc2cc1C(=O)Nc1nnc(C)s1
-8,Cc1cc(Cl)ccc1NC(=O)CN1c2ccc(S(N)(=O)=O)cc2CC1C (stereo not drawn)
1,CN(Cc1ccccc1)c1oc(/C=C/c2ccc(F)cc2)nc1C#N
0,COc1ccc(-c2nn(-c3ccccc3)cc2C(=O)NCC(C(C)C)N2CCOCC2)cc1 (stereo not drawn)

The listing continues:
LDHA inh,mol
7,COc1ccccc1N(CC(=O)NCCc1ccc(F)cc1)S(=O)(=O)c1ccccc1
11,COc1ccc(-c2c(C)oc3cc(OC(=O)C(C)(C)C)ccc3c2=O)cc1
2,O=C(Nc1ccc2oc(-c3cccc(Cl)c3)nc2c1)c1ccccc1
-5,Cc1cc(C)n2nc(C(=O)OC(C)C(=O)c3c(C)[nH]c4ccccc34)nc2n1 (stereo not drawn)
-6,CCc1cccc(NC(=O)CSc2ncc(-c3ccc(F)cc3)o2)c1
9,CN(C)S(=O)(=O)c1cccc(NC(=O)c2ccc(NS(=O)(=O)c3ccc(F)c(F)c3)cc2)c1
10,Cc1cnc2c(S(=O)(=O)N3CCC(NS(=O)(=O)c4ccccc4)CC3)cccc2c1
9,CCOC(=O)c1ccc(Oc2c(C(F)(F)F)oc3cc(OS(C)(=O)=O)ccc3c2=O)cc1
-3,CC(C)NC(=O)C1(C)CSCC(=O)N1CCCN1CCOCC1 (stereo not drawn)
-11,CCNc1c(NC(=O)Cc2ccccc2)c(=O)oc2ccccc12
9,CC(C)(C)C1C/C(=C/c2cccs2)c2nc3ccccc3c(C(=O)O)c2C1 (stereo not drawn)
1,COc1ccc(Cl)cc1Nc1nc(N)c(C(=O)c2cc(C)ccc2C)s1
0,CCOc1ccc(-c2nc(CN3CCN(C(=O)NC4CCCCC4)CC3)c(C)o2)cc1
7,COc1cc2c(cc1OC)C(c1ccccc1)N(Cc1ccc(S(=O)(=O)NC(=O)c3ccco3)cc1)CC2 (stereo not drawn)
3,O=C1CC(C(=O)Nc2ccc(F)cc2)c2c(nc(SCCc3ccccc3)[nH]c2=O)N1 (stereo not drawn)
-2,CCOc1ccc(C(=O)Nc2ccc3oc(-c4ccccc4C)nc3c2)cc1
0,Cc1ccc(CNC(=O)OC2CC3CC2[C@H]2CCCCN2C3=O)cc1 (stereo partly drawn)
9,CN1CCN(CCCNC(=O)c2nc(-c3ccc4[nH]ccc4c3)no2)CC1
19,COc1cc2nc(NC3CCN(C)CC3)nc(NC3CCN(C)CC3)c2cc1OC
11,Cc1oc2c(c(C)cc3o/c(=N/O)c4c(c32)CCCC4)c1C
-1,COC(F)(C(=O)Nc1ccccc1C(C)C)C(F)(F)F (stereo not drawn)
-4,Cc1cc(C)c(C(=O)CCCC(=O)O)c(C)c1
-1,Cc1ccc(-c2nc3ccccc3nc2-c2ccc(C)cc2)cc1
9,Cc1ccccc1NC(=O)c1ccc2c(c1)CCCN2S(C)(=O)=O
-4,CCCCCCCC1CCC(c2ccc(C(=O)CCN(C)C)cc2)CC1 (stereo not drawn)
5,CCCCCCn1nc(C(=O)NCc2ccc(C(=O)O)cc2)c2ccccc2c1=O
3,CCOc1ccc(C2c3cc(OC)c(OC)cc3CC(=O)N2c2ccc(C(=O)OC)cc2)cc1 (stereo not drawn)
11,O=C(Nc1ccc2c(c1)OCCO2)N1c2ccccc2Sc2ccccc21
8,Cc1nc2nc(SCC(=O)Nc3ccccc3C(C)(C)C)[nH]c2cc1Br
8,Nc1[nH]c(C(=O)c2ccccc2)c(-c2ccncc2)c1C(=O)NCc1ccc(Cl)cc1
6,CN(C)c1ccc(NC(=O)COC(=O)c2cccc(S(=O)(=O)N3CCc4ccccc43)c2)cc1
4,CCc1ccc(C(=O)OCC(=O)NC(=O)NC(C)C)cc1
-4,CCOc1ccc2c(c1)cc(C(=O)NCCOc1ccccc1)n2C
9,Cc1ccc(-c2noc3ncnc(NC4CCCCC4)c23)cc1
5,N#Cc1ccccc1CCC(=O)Nc1cccc(/C=C/c2ccccn2)c1
14,CCOc1ccc(NC(=O)c2nn(C)c(=O)c3ccccc23)cc1S(=O)(=O)N(C)C
4,Cc1cccc(C)c1NC(=O)C(C)Sc1ccc2c(c1)OCCCO2 (stereo not drawn)
3,O=C(CSc1nnc(N2CCOCC2)n1-c1cccc(F)c1)Nc1ccc2c(c1)OCCO2
0,CC(C)CC(=O)Nc1ccc2oc(-c3ccc(F)cc3)nc2c1
-10,CCCCNC(=O)c1cccc(N)c1
8,C#CC[N+]1(C)C(C)CCCC1C (stereo not drawn)
2,CC1CCN(S(=O)(=O)N2CC=C(c3c[nH]c4ccccc34)CC2)CC1
0,Cc1ccccc1CC(=O)Nc1cc(S(=O)(=O)N2CCOCC2)ccc1N1CCOCC1
1,COc1ccc(Cc2c(C3CCCCC3)nc3c(Cl)cc(C(F)(F)F)cn23)c(C)c1
3,c1ccc(-c2csc3ncnc(Oc4ccc5ccccc5c4)c23)cc1
-8,CC(C)c1nn2c(=O)cc(CN3CCN(c4ncccn4)CC3)nc2s1
22,CCc1ccc(CNC(=O)C(=O)c2c(C)[nH]c3ccccc23)cc1
9,CCCCOC(=O)/C(C#N)=C/c1ccc(-c2ccccc2)o1
35,Cc1cc(C)c2oc(=O)cc(CN3CCN(C)CC3)c2c1
10,COc1ccc(CNC(C)=O)cc1
2,CCn1nc(C(=O)Nc2ccc(Cl)cc2C)c2ccccc2c1=O
-19,Cc1ccc(C(=O)c2c(C)c(C)cc(C)c2C)cc1
1,COCCn1c(C)c(C)c(S(=O)(=O)c2ccc(F)cc2)c1NC(=O)C1CCCO1 (stereo not drawn)
7,CC(=O)Nc1ccc(NC(=O)CC2C(=O)N(C3CCCCC3)c3nc4ccccc4n32)cc1 (stereo not drawn)
15,Cc1ccc2cc(CCCl)c(Cl)nc2c1
0,O=C1CC(C(=O)Nc2ccccc2)n2nc(SCc3ccccc3)nc2N1 (stereo not drawn)
9,Cc1nc(NC(=O)c2cc(F)ccc2Br)sc1C
-1,CC1Cc2[nH]c(=S)[nH]c(=O)c2C(c2ccc(F)cc2)O1 (stereo not drawn)
1,Cc1ccc(/C=N/NC(=O)c2ccc(-c3ccccc3)cc2)s1
-24,Cc1cc(C(=O)CSc2nc3cc([N+](=O)[O-])ccc3o2)c(C)n1C(C)C

Further results follow.
LDHA inh,mol
-1,CCOC(=O)Cc1csc(SCC(=O)NC(C)CC)n1 (stereo not drawn)
-4,O=C(Cc1cccc(C(F)(F)F)c1)NC1CCN(Cc2ccccc2)CC1
3,CCN(CC)c1sc(S(=O)(=O)CC)nc1S(=O)(=O)c1ccc(C)cc1
11,O=C(Nc1ccc(F)cc1F)c1cc(=O)c2ccccc2o1
-14,COCCn1cnc2c1c(=O)n(CC(=O)OCc1ccccc1F)c(=O)n2Cc1ccccc1
-7,O=C(NCC1(N2CCOCC2)CCCCC1)c1ccc(NC(=O)c2cccs2)cc1
-13,CCCn1nc(C(=O)OC(C)C(=O)NCc2ccco2)c2ccccc2c1=O (stereo not drawn)
-2,CC(C)CCNC(=O)C(=O)N1CCN(C(=O)c2cc3ccccc3[nH]2)CC1
6,COc1ccc2cc(C(=O)N3CCN(S(=O)(=O)c4ccccc4)CC3)c(C)nc2c1
1,Cc1c(CCC(=O)NC2CCCCCC2)c(=O)oc2cc(O)ccc12

Rewritten in CSV form: 2 of the compounds above.
mol,LDHA inh
N#Cc1cccnc1NCCCNc1ccccn1,1
COc1ccc2c(c1)CC/C(=C\c1ccc(Br)cc1)C2=O,6

By substructure, the compounds so far containing a Cl atom.
LDHA inh,mol
-6,O=C(Nc1ccccc1C(F)(F)F)c1ccc(Cl)c(Cl)c1
-1,COc1ccccc1NC(=O)CSc1nnc(CN2CCCCC2)n1-c1ccc(Cl)cc1
-19,CCOCCCNc1nc2c(c(=O)n(C)c(=O)n2C)n1Cc1ccccc1Cl
1,O=C(NCCc1c[nH]c2ccccc12)c1ccc(Cl)c(Cl)c1
-1,Cc1cc(OCC(=O)Nc2ccccc2N2CCN(S(C)(=O)=O)CC2)ccc1Cl
-3,Cc1ccc(NC(=S)NNC(=O)Nc2ccc(Cl)cc2)cc1
-9,Cc1nn(-c2ccc3nncn3n2)c2c1C(c1ccc(O)c(Cl)c1)CC(=O)N2 (stereo not drawn)
5,Clc1ccc(-c2nc(CSc3nncc4ccccc34)no2)cc1
5,Cn1nc(CC(=O)Nc2ccc(F)cc2Cl)c2ccccc2c1=O
-8,Cc1cc(Cl)ccc1NC(=O)CN1c2ccc(S(N)(=O)=O)cc2CC1C (stereo not drawn)
2,O=C(Nc1ccc2oc(-c3cccc(Cl)c3)nc2c1)c1ccccc1
1,COc1ccc(Cl)cc1Nc1nc(N)c(C(=O)c2cc(C)ccc2C)s1
8,Nc1[nH]c(C(=O)c2ccccc2)c(-c2ccncc2)c1C(=O)NCc1ccc(Cl)cc1
1,COc1ccc(Cc2c(C3CCCCC3)nc3c(Cl)cc(C(F)(F)F)cn23)c(C)c1
2,CCn1nc(C(=O)Nc2ccc(Cl)cc2C)c2ccccc2c1=O
15,Cc1ccc2cc(CCCl)c(Cl)nc2c1

These rows are one share of the data, so the mix of outcomes need not match the whole.
